Screening data from PubChem BioAssay.
HT1080-NT tox: kills 2HG-producing HT-1080-NT fibrosarcoma cells | HT-1080-NT fibrosarcoma viability, CellTiter-Glo ATP luminescence, 48 h | Potency, µM (top dose mostly 46.1 µM), for the others: at the top dose activity, negative = less viability, usual class: cytotoxic | actives 1.6% (n = 360,000) | AID 686970;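 further: NT is the 2HG producing partner of a matched IDH1 knockdown line; 0% = DMSO-treated cells and -100% = media-only wells without cells; nearly all actives have a fitted effect of over 55% in size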
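Luminescent CellTiter-Glo readout after 48 hours of compound exposure at 37 degrees C defined viability of HT-1080-NT cells. Activity was normalized to DMSO wells and cell-free media wells; concentration-response curves were fitted and assigned curve classes.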
KB-V1 MDR tox: kills drug-selected multidrug resistant KB-V1 cells; KB-V1 MDR cells viability, CellTiter-Glo, 72 h; Potency, µM (series often up to 46.1 µM), without a hit: top-dose activity change, negative = cytotoxicity, most hits filed as cytotoxic; actives 3.4% (n = 400,000); further: on the % scale 0 is the no-effect control and ±100 the full control effect; nearly all actives have a fitted effect of over 60% in size
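Cytotoxicity toward P-gp-expressing KB-V1 cells was determined as loss of CellTiter-Glo luminescence after 72 h at 37 degrees C. Compounds were tested in quantitative HTS format across a concentration range, with curves fitted to normalized data.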
KB-3-1 cytotox: KB-3-1 parental cell cytotoxicity | KB-3-1 viability, CellTiter-Glo ATP luminescence, 72 h | Potency, µM (titrated, usually from 46.1 µM), inactives show at the top dose activity change, negative = cytotoxic, most hits filed as cytotoxic | actives 1.4% (n = 400,000) | AID 1347075; further: on the % scale 0 is the no-effect control and ±100 the full control effect; nearly all actives have a fitted effect of over 60% in size
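72 h, 37 °C compound treatment of KB-3-1 parental cells; CellTiter-Glo added, 10 min, luminescence read. Data corrected against DMSO-only plates and normalized before curve fitting.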
TDP43 rescue: rescues yeast growth from TDP-43 toxicity; Potency, µM (doses to about 46.1 µM), without a hit: top-dose growth rescue (activation), most hits filed as activators; TDP-43 expressing yeast growth rescue, BacTiter-Glo, 24 h; actives 1.8% (n = 410,000); further: % of control where 0% means no effect; nearly all actives have a fitted effect of over 50% in size
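Cell-based yeast growth screen: TDP-43 expression induced in galactose, inoculum OD600=0.02 after raffinose pregrowth to mid-log. Read-out BacTiter-Glo luminescence at 24 hr, 30 deg C; inhibition of toxicity seen as signal increase.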
GLP-1R agonist: activates the human GLP-1 receptor; HEK293 GLP-1R CRE-luciferase, luminescence, 4-6 h; cells express a hypersensitive GLP-1R form; Potency, µM (highest dose often 45.6 µM), for inactives: at the top dose activation, most hits filed as activators; AID 624172; actives 0.007% (n = 380,000); further: % of control where 0% means no effect
Target sequence (P43220 whole entry, looked up): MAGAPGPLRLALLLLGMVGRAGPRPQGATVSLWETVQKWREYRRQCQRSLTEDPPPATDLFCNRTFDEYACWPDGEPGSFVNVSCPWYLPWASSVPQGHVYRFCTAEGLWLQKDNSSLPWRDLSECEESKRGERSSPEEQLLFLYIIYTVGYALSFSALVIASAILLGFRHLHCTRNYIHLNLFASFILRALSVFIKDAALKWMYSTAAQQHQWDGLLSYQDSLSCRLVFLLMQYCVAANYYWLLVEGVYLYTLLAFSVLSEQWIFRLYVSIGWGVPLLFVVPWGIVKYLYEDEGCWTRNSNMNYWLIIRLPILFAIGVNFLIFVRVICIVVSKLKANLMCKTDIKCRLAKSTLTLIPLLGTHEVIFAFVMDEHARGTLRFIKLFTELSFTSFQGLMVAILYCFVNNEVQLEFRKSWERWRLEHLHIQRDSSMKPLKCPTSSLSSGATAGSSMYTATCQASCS
SW480 rereplic: induces DNA re-replication in SW480 colon adenocarcinoma cells; Potency, µM (highest dose often 46.1 µM), without a hit: at the highest dose re-replication activation, most hits filed as activators; actives 1.8% (n = 340,000); SW480 DNA re-replication, Hoechst DNA content imaging, 48 h; further: % of control where 0% means no effect; nearly all actives have a fitted effect of over 55% in size
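SW480 cells exposed to compounds for 48 hr at 37 C, 5% CO2, then Hoechst-stained 40 min. Nuclear DNA content imaged by fluorescence scanning (405 nm excitation, 500-530 nm emission); re-replication scored as increased high-intensity nuclei.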
HT1080 IDH1KD tx: kills HT-1080 cells with IDH1 knockdown. HT-1080 IDH1 knockdown viability, ATP luminescence, 48 h. Potency, µM (doses to about 46.1 µM), without a hit: top-dose activity, negative = toxicity, hits mostly cytotoxic. actives 2% (n = 360,000). AID 686971;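 further: 0% = DMSO wells and -100% = cell-free medium wells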
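CellTiter-Glo luminescence after 48 h compound exposure at 37 degrees C of IDH1-knockdown HT-1080 cells in 5% FBS RPMI. %Activity scaled between DMSO wells and cell-free media wells, with curves fitted and assigned curve classes.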
HEK293 tox: cytotoxicity counter-screen for GLP-1 receptor inverse agonists; HEK293 cAMP-luciferase reporter cells, luminescence, 24 h; Potency, µM (series often up to 38.3 µM), for inactives: at the highest dose activity change, negative = inhibition, most hits filed as inhibitors; actives 0.13% (n = 410,000); AID 624418;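 further: loss of luciferase light is scored as toxicity; on the % scale 0 is the no-effect control and ±100 the full control effect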
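Step one: seed cells (200 cells/uL, DMEM with 10% Nu serum, 1% pen-strep). Step two: 12-hour incubation at 37 deg C. Step three: pin 23 nL compound, incubate 24 hr. Step four: add luciferase reagent, read luminescence 12 min later.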
GLP-1R inv ag: acts as inverse agonist at human GLP-1 receptor; HEK293 GLP-1R CRE-luciferase, luminescence, 24 h; GLP-1R form is constitutively active; actives 1.6% (n = 410,000); P43220; Potency, µM (series often up to 38.3 µM), for inactives: top-dose activity change, negative = inhibition, actives largely listed as inhibitors; further: on the % scale 0 is the no-effect control and ±100 the full control effect; nearly all actives have a fitted effect of over 55% in size
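HEK293 cells stably co-expressing constitutively active GLP-1R and a cAMP-responsive luciferase reporter were seeded in DMEM with 10% Nu serum, given compounds after 12 h, and incubated 24 h at 37 deg C. Luminescence was then read.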
Numbers without * were called inactive; ? = inconclusive; nt = not tested or not shown; & = joins results of further samples; [ ] = another dose, or the depositor's remark. The call rests on the fitted dose curve; in most records, active means well fitted curve in the direction sought with a large enough effect; inconclusive means small, poorly fitted or top-dose-only effect, or another doubt; inactive means no such curve, though single readings can be large; an effect the other way counts as inactive or inconclusive. Potency means the concentration at half of the fitted maximal effect.

1	Cc1cccc(NC(=O)CN(CC2CCCO2)C(=O)c2cc3ccccc3o2)c1C (stereo not given)
2	O=C(COC(=O)c1ccc(S(=O)(=O)Nc2ccccc2)cc1)NCCC1=CCCCC1
3	COc1ccc2[nH]c(=O)c(CN(C(=O)C3CCCO3)c3ccc(C)c(C)c3)cc2c1 (stereo not given)
4	CC(NC(=O)c1ccccc1SCC(=O)N1CCCC1)c1ccccc1 (stereo not given)
5	COc1ccccc1-c1nc2c(c(SCc3cc(C)ccc3C)n1)Cc1c(CO)cnc(C)c1O2
6	COC(=O)[C@@]12C[C@@H](CC(=O)NCc3cccc4ccccc34)C(=O)N(CCc3ccc(OC)c(OC)c3)C1=CCC(C)(C)C2
7	N=C1/C(=C\c2ccc(-c3cccc(C(=O)O)c3)o2)C(=O)N=C2SC=C(c3ccccc3)N12
8	CCn1c(SCC(=O)N2CC(C)OC(C)C2)nc2c([nH]c3ccccc32)c1=O (stereo not given)
compound no.	1	2	3	4	5	6	7	8
HT1080-NT tox	10%	2%	2%	-2%	nt	?	-18%	-2%
KB-V1 MDR tox	-27%	0%	-2%	-21%	12%	23µM*	2%	-30%
KB-3-1 cytotox	24%	-2%	-2%	-8%	11%	?	-5%	-7%
TDP43 rescue	3%	0%	-7%	6%	19%	50%	-14%	18%
GLP-1R agonist	3%	9%	6%	6%	nt	nt	0%	0%
SW480 rereplic	-7%	-3%	-12%	-8%	nt	nt	8.2µM*	0%
HT1080 IDH1KD tx	8%	15%	9%	-14%	nt	-24%	0%	-2%
HEK293 tox	-6%	-1%	-5%	-3%	-10%	-23%	-18%	0%
GLP-1R inv ag	-16%	6%	5%	-8%	52%[activator]	?	?	17%

9	COc1ccc(OC)c(NC(=O)COC(=O)c2ccc(S(=O)(=O)N3CCOCC3)cc2)c1
10	CCCCC(CC)c1nnc(NC(=O)c2cccs2)s1 (stereo not given)
11	COC(=O)CSc1nc(C)c(C(C)=O)cc1C#N
12	COc1ccccc1NS(=O)(=O)c1cc(NC(=O)c2cc[n+]([O-])cc2)ccc1N1CCCC1
13	NCCCC[C@H](N[C@@H](CCc1ccccc1)C(=O)O)C(=O)N1CCC[C@H]1C(=O)O
14	CCOC(=O)c1cnc2cc(C)nn2c1-c1ccccc1
15	CCOC(=O)c1ccccc1NC(=S)N1CCN(C2CCCCC2)CC1
16	Cc1ccc2nc(-c3ccc(C)o3)c(Nc3ccc4c(c3)OCCO4)n2c1
compound no.	9	10	11	12	13	14	15	16
HT1080-NT tox	9%	0%	-3%	-1%	?	-10%	0%	nt
KB-V1 MDR tox	?	0%	-4%	4%	3%&0%	-10%	-4%	0%
KB-3-1 cytotox	9%	0%	-7%	-7%	-8%&7%	11%	-1%	7%
TDP43 rescue	5%	-92%[inhibitor]	-12%	-90%[inhibitor]	-13%&-11%	22%	-3%	-11%
GLP-1R agonist	-24%	-7%	3%	14%	-3%	9%	15%	nt
SW480 rereplic	-4%	-4%	1%	?	37%	-4%	1%	nt
HT1080 IDH1KD tx	9%	6%	-6%	-1%	0%&5%	-8%	-8%	nt
HEK293 tox	1%	-2%	2%	4%	0%&1%	-25%	3%	-8%
GLP-1R inv ag	-1%	?	0%	6%	0%&-2%	25%	?	-7%

17	CC(C)CN(C(=O)COC(=O)c1cnccn1)c1c(N)n(Cc2ccccc2)c(=O)[nH]c1=O
18	COc1cccc(CNC(=O)COC(=O)c2c(NC(C)=O)sc(C)c2C)c1
19	Cc1ccc(CNC(=O)c2ccc(N3CCC4(CC3)CC(c3cccc(Br)c3)=NO4)c(NC(=O)c3ccc(Br)cc3)c2)cc1
20	CC(=O)N1CCC(C(=O)c2ccc(Cl)cc2)CC1
21	CC(C)(C)NC(=O)Cn1cc(C#N)c2cc(Br)ccc21
22	CC(Sc1nc(-c2ccco2)nc2c1c(=O)n(C)c(=O)n2C)C(=O)O (stereo not given)
23	CCOC(=O)C1CCN(C(=O)CCc2nc3sc4c(c3c(=O)[nH]2)CCCC4)CC1
24	CCN(CC)CCCNC(=S)N1CCN(c2nc(-c3ccccc3)cs2)CC1
compound no.	17	18	19	20	21	22	23	24
HT1080-NT tox	3%	2%	16%	12%	-13%	-1%	1%	16µM*
KB-V1 MDR tox	8%	?	?	12%	?	30%	1%	0%
KB-3-1 cytotox	10%	-9%	0%	-2%	4%	8%	2%	-1%
TDP43 rescue	14%	-12%	13%	10%	-13%	-10%	7%	-17%[1.82 µM]
GLP-1R agonist	-10%	4%	-1%	10%	-15%	-1%	-1%	12%
SW480 rereplic	2%	16µM*	-7%	6%	-18%	-1%	-7%	?
HT1080 IDH1KD tx	-2%	-16%	11%	11%	?	-1%	4%	23µM*
HEK293 tox	-17%	-1%	0%	22%	4%	9%	4%	?
GLP-1R inv ag	-8%	-21%	8%	11%	-1%	11%	10%	?

5 consecutive records from above:
19	Cc1ccc(CNC(=O)c2ccc(N3CCC4(CC3)CC(c3cccc(Br)c3)=NO4)c(NC(=O)c3ccc(Br)cc3)c2)cc1
20	CC(=O)N1CCC(C(=O)c2ccc(Cl)cc2)CC1
21	CC(C)(C)NC(=O)Cn1cc(C#N)c2cc(Br)ccc21
22	CC(Sc1nc(-c2ccco2)nc2c1c(=O)n(C)c(=O)n2C)C(=O)O (stereo not given)
23	CCOC(=O)C1CCN(C(=O)CCc2nc3sc4c(c3c(=O)[nH]2)CCCC4)CC1
compound no.	19	20	21	22	23
HT1080-NT tox	16%	12%	-13%	-1%	1%
KB-V1 MDR tox	?	12%	?	30%	1%
KB-3-1 cytotox	0%	-2%	4%	8%	2%
TDP43 rescue	13%	10%	-13%	-10%	7%
GLP-1R agonist	-1%	10%	-15%	-1%	-1%
SW480 rereplic	-7%	6%	-18%	-1%	-7%
HT1080 IDH1KD tx	11%	11%	?	-1%	4%
HEK293 tox	0%	22%	4%	9%	4%
GLP-1R inv ag	8%	11%	-1%	11%	10%

More records
25	COc1ccccc1Nc1ncnc2scc(-c3ccc(F)cc3)c12
26	COC(=O)C1CCN(C(=O)COC(=O)c2n[nH]c3ccccc23)CC1
27	COc1cc(NC(=O)c2cccs2)c(OC)cc1NC(=O)c1cccs1
28	O=C(c1ccncc1)c1ccc(Br)cc1
29	Cc1ccc(Cl)cc1NC(c1ccc(F)cc1)c1nnc(-c2ccccc2)o1 (stereo not given)
30	Cc1ccc(NC(=O)CNc2cccc(S(=O)(=O)N3CCCCC3)c2)cc1F
31	CCn1cc([N+](=O)[O-])c(C(=O)N2CCOCC2)n1
32	CCOc1ccc(CCNC(=O)COC(=O)CNS(=O)(=O)c2ccc(NC(C)=O)cc2)cc1OCC
compound no.	25	26	27	28	29	30	31	32
HT1080-NT tox	nt	12%	9%	14%	nt	-20%	19%	0%
KB-V1 MDR tox	-6%	4%	-3%	-29%	-4%	13%	14%	2%
KB-3-1 cytotox	?	5%	0%	3%	?	?	5%	7%
TDP43 rescue	-10%	-15%	16%	-11%	-2%	-11%	-4%	23%
GLP-1R agonist	nt	-2%	-1%	-6%	nt	-1%	4%	8%
SW480 rereplic	nt	-9%	-2%	-1%	nt	-4%	-9%	6%
HT1080 IDH1KD tx	nt	-22%	9%	-4%	nt	-15%	13%	0%
HEK293 tox	7%	-8%	3%	3%	5%	13%	0%	7%
GLP-1R inv ag	7%	11%	2%	9%	?	?	20%	12%

33	O=C(NCC(c1cccnc1)N1CCc2ccccc2C1)C(=O)Nc1ccc(F)cc1F (stereo not given)
34	c1ccc(-c2nnc(CSc3nc4ccccc4[nH]3)o2)cc1
35	O=c1c2oc3ccccc3c2[nH]c(=S)n1-c1ccccc1
36	COc1ccc(NC(=S)N2CCCC2)cc1OC
37	COc1cc2ncnc(NCc3ccc(C)o3)c2cc1OC
38	C[C@H](CO)N1C[C@H](C)[C@@H](CN(C)S(=O)(=O)c2ccc(F)cc2)Oc2c(NS(=O)(=O)c3ccccc3)cccc2C1=O
39	COc1cccc(N2CCN(C3CC(=O)N(c4ccc(F)c(Cl)c4)C3=O)CC2)c1 (stereo not given)
40	CCOC(=O)NC(=O)/C(C#N)=N\Nc1cccc(Cl)c1
compound no.	33	34	35	36	37	38	39	40
HT1080-NT tox	nt	15%	-1%	14%	0%	4%	0%	1%
KB-V1 MDR tox	-23%	13µM*	?	1%	-24%	15%	10%	-11%
KB-3-1 cytotox	-22%	-15%	-17%	2%	-55%	4%	0%	?
TDP43 rescue	18%	23%	?	-14%	0%	7%	13µM*	-6%
GLP-1R agonist	nt	1%	1%	5%	14%	-6%	1%	1%
SW480 rereplic	nt	0%	-16%	1%	-9%	-5%	3%	-11%
HT1080 IDH1KD tx	nt	6%	7%	12%	0%	1%	0%	-3%
HEK293 tox	1%	-4%	-18%	-8%	-2%	3%	-5%	0%
GLP-1R inv ag	?	9%	12%	11%	41%[activator]	7%	12%	10%

41	CNS(=O)(=O)c1ccc(C)cc1
42	COc1ccc(N(C(=O)Cc2cccs2)C2C=CS(=O)(=O)C2)cc1 (stereo not given)
43	COc1ccc(CN2C(=O)c3ccccc3C2=O)cc1C(=O)N(C)CC(=O)Nc1ccc(F)cc1
44	COc1ccccc1Oc1ncnc2sccc12
45	CNc1ncnc2c1ncn2[C@H]1CN(Cc2ccc(Cl)cc2)C[C@@H](CO)O1
46	COc1ccc(Nc2nc3c(c(=O)n(C)c(=O)n3C)n2CCO)cc1
compound no.	41	42	43	44	45	46
HT1080-NT tox	22%	4%	-2%	-6%	?	3%
KB-V1 MDR tox	30%	-19%	-2%	-10%	6%	11%
KB-3-1 cytotox	6%	-1%	8%	-24%	0%	5%
TDP43 rescue	-2%	-10%	-6%	?	-10%	15%
GLP-1R agonist	-9%	2%	0%	4%	7%	4%
SW480 rereplic	0%	-1%	-5%	-5%	nt	-3%
HT1080 IDH1KD tx	13%	20%	4%	-5%	24%	0%
HEK293 tox	9%	-2%	-14%	2%	3%	26%
GLP-1R inv ag	0%	-7%	-10%	2%	30%[activator]	0%
